# tim23-1 inh – inhibits growth of tim23-1 mutant yeast | S. cerevisiae tim23-1 growth, BacTiter-Glo luminescence, 24 h | inhibition, % at 20 µM | actives 1.3% (n = 330,000);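 active = growth inhibition of the mutant yeast at or above 50%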;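 also: temperature-sensitive mutant grown at 25 °C; plate controls were DMSO-treated mutant yeast for no effect and medium wells lacking yeast for full effect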
# NLRP3 yeast inh – inhibitors of NALP3 inflammasome in yeast. inhibition, % at 10 µM. actives 0.39% (n = 330,000). Yeast reconstituted NLRP3/ASC/caspase-1, beta-gal luminescence, 24 h. AID 2825;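 active = inhibition of 50% or more; inactive = inhibition below 50%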;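 also: plate controls were induced DMSO wells for no effect and uninduced yeast grown without galactose for full effect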
# TIM10 inh – TIM10 yeast growth inhibition | S. cerevisiae TIM10 strain growth, BacTiter-Glo luminescence, 24 h | inhibition, % at 10 µM | actives 1.4% (n = 330,000) | AID 463195;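 active = inhibition of 40% or more at the single tested concentration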;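 also: wild-type TIM10 isogenic control strain grown at permissive 25 °C; 0% = DMSO yeast wells and 100% = minimal medium wells without yeast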
# APJ antagonist – blocks the human apelin receptor APJ. P35414. CHO-K1 APJ beta-arrestin complementation, luminescence. inhibition, % at 20 µM. actives 0.32% (n = 330,000). AID 2521;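 active = inhibition above about 40% at 20 µM, limit read from the data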;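 also: cells challenged with 10 nM apelin-13 agonist together with compound; plate controls were apelin-13 plus DMSO wells for no effect and DMSO wells lacking apelin-13 for full effect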
# Target sequence (P35414 whole entry, looked up): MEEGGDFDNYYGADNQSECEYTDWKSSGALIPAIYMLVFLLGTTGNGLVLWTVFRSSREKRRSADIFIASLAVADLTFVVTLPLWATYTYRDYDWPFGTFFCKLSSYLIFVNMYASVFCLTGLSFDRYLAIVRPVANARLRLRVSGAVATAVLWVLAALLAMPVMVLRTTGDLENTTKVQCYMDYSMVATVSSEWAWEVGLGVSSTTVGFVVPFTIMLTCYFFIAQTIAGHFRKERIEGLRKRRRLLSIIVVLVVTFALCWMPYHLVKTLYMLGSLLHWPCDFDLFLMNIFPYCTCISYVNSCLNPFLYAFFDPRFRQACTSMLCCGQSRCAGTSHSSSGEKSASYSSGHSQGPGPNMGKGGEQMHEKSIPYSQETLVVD
# MIN6 prolif – inducers of beta-cell replication in MIN6 cells; MIN6 cells proliferation, ATPlite luminescence, 48 h; cells starved in 0.2% serum; 100% = growth in 10% serum; actives 0.29% (n = 330,000); proliferation, % at 10 µM; AID 2380;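 active = compounds whose signal lies at least 3.5 SD above the mean of all wells on their plate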;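 also: 0% = DMSO-treated cells in low-serum medium and 100% = 10% serum control; some compounds called inactive have numbers as strong as hits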
# APJ ag – agonists of human APJ apelin receptor. P35414. CHO-K1 APJ PathHunter beta-arrestin, luminescence; 0% DMSO wells, 100% apelin. activation, % at 20 µM. actives 0.11% (n = 330,000). AID 2520;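 active = activation more than six SD over the plate average, tested at 20 µM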;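 also: 0% = DMSO alone and 100% = apelin-13 at 10 nM; some results filed as inactive read as strong as hits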
#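 Test system: CHO-K1 APJ beta-arrestin complementation cell line. Amount: cell density 1000 per well. Controls: DMSO negative, 10 nM Apelin-13 positive. Signal: luminescent beta-gal fragment complementation, chemiluminescent substrate. Read-out basis: agonist-driven arrestin binding to APJ. Timing: compound stimulation 90 min at 25 °C, detection 60 min.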
# MPTP block – blocks calcium-induced mitochondrial swelling | actives 1.4% (n = 360,000) | inhibition, % at 10 µM | isolated mouse mitochondria, Ca2+ swelling absorbance, 30 min;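 active = inhibition of 50% or more, scaled per plate between neutral and stimulator controls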;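 also: 0% = DMSO wells given calcium and 100% = 1 mM EGTA wells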
# GRIN3A LBD mod – modulators (binders) of human NR3A ligand-binding domain | NR3A LBD differential scanning fluorimetry, Tm shift; 0% = protein alone, 100% = glycine-bound protein | Tm shift relative to glycine control, % at 25 µM | actives 2.5% (n = 340,000);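 active = melting temperature shift of at least 10% of the positive control shift, at one fixed dose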
# tim10-1 inh – growth inhibitors of tim10-1 mutant yeast | inhibition, % at 20 µM | S. cerevisiae tim10-1 ts strain growth, BacTiter-Glo, 24 h | AID 463190 | actives 2.2% (n = 330,000);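 active = inhibition of at least 40%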;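 also: mutant grown at 25 °C; 0% = DMSO wells with yeast and 100% = wells holding no yeast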
# Starred values were filed as active, the others as inactive; · = no result given.
SMILES,tim23-1 inh,NLRP3 yeast inh,TIM10 inh,APJ antagonist,MIN6 prolif,APJ ag,MPTP block,GRIN3A LBD mod,tim10-1 inh
C[C@@H](NC(=O)C1(c2ccccc2)CCN(C(=O)OC(C)(C)C)CC1)C(=O)N[C@@H](C(=O)O)c1ccccc1,17.3,2.4,2.6,-36.3,-2.9,-4.7,-1.4,0.8,10.3
Nc1nc(NCCCN2CCOCC2)nc(NCc2ccccc2)c1[N+](=O)[O-],-1.0,8.3,7.1,-8.0,1.5,1.5,-1.3,-2.4,8.3
Cc1cc(=O)oc2cc(OCc3ccc(C(=O)OCC(=O)N(C)C4CCS(=O)(=O)C4)cc3)ccc12 (stereo not given),9.6,9.0,3.3,-2.9,0.7,-3.5,1.5,0.3,-3.0
COc1ccc(O)c(CN2CCCC(N3CCN(c4ccccc4OC)CC3)C2)c1 (stereo not given),-14.4,7.2,-15.0,7.7,2.0,-3.3,-0.4,-3.0,-5.6
O=C(O)CSCC(=O)Nc1ccc(C2CCCCC2)cc1,9.2,4.8,-2.8,18.0,-2.7,-5.0,-2.0,-0.9,1.6
O=C(NS(=O)(=O)c1ccccc1[N+](=O)[O-])c1ccccc1,-4.2,3.7,0.9,12.9,3.6,-1.8,-0.6,0.3,-19.3
Cc1sc2nc(C3CC3)nc(NCCNS(C)(=O)=O)c2c1C,17.2,13.5,3.5,8.0,-1.8,6.5,2.0,2.7,22.4
COc1cc(C(C(=O)NC2CCCCC2)N(C(=O)c2cnccn2)c2ccccc2)cc(OC)c1OC (stereo not given),10.7,7.7,-10.7,2.7,1.0,-4.7,1.2,1.6,3.3
N=c1c(C(=O)NC2CCCC2)cc2c(=O)n3ccccc3nc2n1Cc1ccccc1,6.4,12.9,8.9,29.6,-3.2,-5.7,-1.3,0.3,0.2
Cc1ccc(C(=O)CCC(=O)OCC(=O)Nc2nnc(-c3ccccc3)o2)cc1,10.0,-1.9,-3.0,20.7,-0.2,-4.0,-0.7,-1.8,-10.3
COC(=O)c1cccc(NC(=O)CN2CCN(Cc3ccccc3)CC2)c1,2.7,29.4,-20.8,-3.4,-4.4,-2.6,-0.9,-1.7,-4.0
CC1(C)CC(CC(=O)O)C(=O)O1 (stereo not given),-2.6,-2.7,-23.7,-2.7,-0.1,1.6,-0.2,-2.1,14.3
O=C(CN(C1CCCCC1)S(=O)(=O)c1ccc(F)cc1)NC1CC1,9.9,14.1,4.1,-1.1,-1.1,0.6,1.6,-0.1,-3.1
COc1ccc(C(=O)c2cn[nH]c2-c2cc(C)ccc2O)cc1,32.8,14.1,16.8,9.4,-2.8,-2.6,-0.8,1.7,16.7
NC(=O)CS(=O)(=O)c1nc2ccccc2n1Cc1ccccc1F,17.2,2.6,2.4,-27.0,0.3,5.7,-0.3,-2.6,18.0
CCc1ccccc1Nc1nc2ccccc2n1C,-8.7,23.0,7.2,1.5,-1.8,1.5,-3.0,-4.0,7.1
COC(=O)C1=CN(C(C)c2ccccc2)C=C(C(=O)OC)C1c1cc(OC)c(OC)c(OC)c1 (stereo not given),43.7,10.2,17.1,-9.0,-6.5,-2.3,0.9,-1.4,43.1*
O=C1C(Cl)=C(N2CCOCC2)C(=O)N1c1ccc(Br)cc1,8.2,12.9,0.8,3.1,-4.2,-2.7,1.0,1.2,9.5
CN(C)CCCN(Cc1ccccc1)C(=S)NCc1ccccc1,6.0,30.3,-2.5,-6.5,-0.3,-3.5,0.6,0.3,6.8
O=C(CSc1nnc(-c2ccccc2)o1)c1nnc(-c2ccccc2)o1,17.8,4.0,13.8,-2.7,-5.8,-0.4,-7.7,-1.7,10.7
OC(COc1c(F)cc(Br)cc1F)CN1CCc2ccccc2C1 (stereo not given),4.4,38.0,0.2,7.2,-0.6,-1.9,1.0,-1.6,13.2
COc1cc(Nc2c3c(nc4ccccc24)CCC3)cc(OC)c1OC,3.4,5.6,13.6,21.1,-3.3,-0.2,-1.1,-0.1,-4.2
CC(=O)Nc1cccc(C(=O)Nc2cccc(S(=O)(=O)NCc3ccco3)c2)c1,-6.4,2.2,-3.9,-1.7,0.2,-3.0,-0.5,2.5,-6.0
COc1cccc(CNC(=S)Nc2cc(C)cc(C)c2)c1,5.2,-18.1,-9.6,5.7,-4.3,3.0,0.6,-0.5,30.2
O=C(Nc1ccc(OC(F)F)c(Cl)c1)c1ccccn1,36.8,15.0,20.1,5.2,-2.2,-1.7,-2.3,1.3,-2.9

# Brought forward from above: 4 compounds, then new ones.
SMILES,tim23-1 inh,NLRP3 yeast inh,TIM10 inh,APJ antagonist,MIN6 prolif,APJ ag,MPTP block,GRIN3A LBD mod,tim10-1 inh
COc1cc(Nc2c3c(nc4ccccc24)CCC3)cc(OC)c1OC,3.4,5.6,13.6,21.1,-3.3,-0.2,-1.1,-0.1,-4.2
CC(=O)Nc1cccc(C(=O)Nc2cccc(S(=O)(=O)NCc3ccco3)c2)c1,-6.4,2.2,-3.9,-1.7,0.2,-3.0,-0.5,2.5,-6.0
COc1cccc(CNC(=S)Nc2cc(C)cc(C)c2)c1,5.2,-18.1,-9.6,5.7,-4.3,3.0,0.6,-0.5,30.2
O=C(Nc1ccc(OC(F)F)c(Cl)c1)c1ccccn1,36.8,15.0,20.1,5.2,-2.2,-1.7,-2.3,1.3,-2.9
O=C(CCNC(=O)c1ccc(Cl)cc1)NN1C(=O)NC2(CCCCC2)C1=O,-11.6,15.4,6.0,25.0,1.8,-2.6,-0.4,1.7,-12.2
C=CCNc1nc(C2(C)CC3(CC(C)OC3=O)C(=O)O2)cs1 (stereo not given),0.3,6.9,9.6,-4.7,-0.1,-3.8,0.1,2.0,13.6
C[C@H](NC(=O)c1nc[nH]c1C(=O)NCC(=O)OC(C)(C)C)c1ccccc1,16.3,-0.4,13.6,-3.4,6.0,4.1,0.1,-0.9,19.4
CC(OC(=O)c1cccnc1)C(=O)NCc1ccc2c(c1)OCO2 (stereo not given),-4.1,6.0,-10.5,-5.6,4.0,-1.0,1.2,-4.7,-9.5
CCCS(=O)(=O)N1CCCC(C(=O)NCCN(CC)CC)C1 (stereo not given),-1.8,-0.5,-8.6,0.8,-3.0,-2.7,0.2,0.5,14.6
CCOc1ccc(N2C(=O)c3cccnc3C2Nc2ccc(C)cc2)cc1 (stereo not given),20.6,33.1,19.0,-1.6,-1.2,-3.6,-0.2,0.6,21.6
O=C(Nc1cccc(Cl)c1)c1ccncc1,8.3,18.1,11.1,-7.1,2.7,-4.6,1.4,2.2,20.0
Cc1nn(Cc2ccc(Cl)cc2)c(C)c1NC(=O)c1noc2c1CCc1ccccc1-2,5.1,11.1,29.2,1.7,-5.4,0.0,12.5,-3.4,17.4
Cc1nc(C(C)N(C)Cc2c(C(=O)N3CCCCC3)nc3c(C)cccn23)c(C)s1 (stereo not given),20.1,-0.5,27.3,9.2,-0.3,-2.5,-0.1,0.1,17.0
COc1ccc(C)cc1NCc1cc(=O)oc2cc(-c3ccccc3)c(O)cc12,-15.1,23.4,-11.4,-9.6,0.0,-1.1,93.6*,20.0*,10.4
CCN1CCCC1CNC(=O)C(=O)NC (stereo not given),23.3,12.7,-3.3,-11.0,0.9,-2.1,-1.9,0.2,13.4
O=C1COc2ccc(S(=O)(=O)NCCc3ccccc3)cc2N1,17.3,23.7,11.8,-6.9,-0.6,0.2,-0.3,0.8,5.3
CCOC(=O)c1c(C)c(C(=O)NC(C)COC)c(C)n1CC (stereo not given),-1.6,7.5,5.2,-10.7,-0.3,-4.8,-0.4,0.1,5.2
COc1ccc(NC(=S)NCCC(c2ccccc2)c2ccccc2)c(OC)c1,13.0,7.3,45.3*,-15.8,0.0,-2.1,0.3,-3.6,23.2
Cc1ccoc1C(=O)NCc1occc1C(=O)O,11.3,-7.2,3.0,-3.3,-5.1,-4.5,2.0,1.6,14.6
O=C(CNC(=O)OCc1ccccc1)NCC(=O)N1CCCC1C(=O)OCc1ccccc1 (stereo not given),12.5,11.8,-10.9,-14.2,-4.8,-2.3,-6.8,1.3,8.7
O=C(NCC1CCCO1)c1cccc(Oc2c(Cl)cccc2[N+](=O)[O-])c1 (stereo not given),19.2,4.7,-3.5,6.4,-2.1,2.4,0.5,2.1,22.2
CC(C)c1ccc(NC(=O)c2cccc(Br)c2)cc1,13.3,32.9,13.7,-10.0,-4.4,2.2,45.7,-9.9,17.3
CCN(CCN1CCCC1)C(=O)c1cc(COc2ccccc2SC)on1,7.2,4.4,6.3,-16.9,-4.5,1.5,-0.2,1.1,15.4
O=C1Nc2ccc(Cl)cc2C(=O)C1(F)c1ccccc1 (stereo not given),30.1,4.2,23.3,-21.2,-3.5,-1.2,3.9,0.9,16.2
c1ccc(N2CCCCC2)c(NC2=NCCC2)c1,9.5,1.5,2.2,18.9,-0.7,-5.1,0.1,-0.2,1.2
NS(=O)(=O)c1ccc(CNC(=O)NC23CC4CC(CC(C4)C2)C3)cc1,2.1,4.7,-8.6,-15.4,-2.5,-5.0,-1.3,0.7,5.0
COCc1nnc(NC(=O)c2ccc(S(=O)(=O)N3CCCc4ccccc43)cc2)o1,12.0,3.6,3.2,9.6,-5.2,-4.4,-2.2,-4.8,12.0
Cn1c(C(=O)N2CCCC(C(=O)N3CCN(C(=O)c4ccco4)CC3)C2)cc2sccc21 (stereo not given),6.0,12.1,9.3,6.9,-5.3,-1.8,-1.3,0.7,-0.7
Cc1ccc(NC(=O)COC(=O)CCc2nc3ccccc3c(=O)[nH]2)c(Br)c1,2.8,-13.0,5.3,15.0,1.7,-2.1,1.0,-1.5,10.8

# Further results follow.
SMILES,tim23-1 inh,NLRP3 yeast inh,TIM10 inh,APJ antagonist,MIN6 prolif,APJ ag,MPTP block,GRIN3A LBD mod,tim10-1 inh
O=C(Nc1ccc(Cl)c([N+](=O)[O-])c1)Nc1nc2ccccc2s1,33.2,21.0,10.2,3.4,-6.4,-2.9,·,·,-4.9
N#CCSc1n[nH]c2nc3c(c(=O)n12)C1(CCCCC1)Cc1ccccc1-3,5.8,-1.4,17.2,-0.3,-4.0,-6.3,69.9*,-3.5,15.2
CCOP(=O)(OCC)c1nc(-c2ccc(Cl)cc2)oc1NCc1ccccc1,20.9,7.8,20.5,19.3,-4.8,-2.9,-0.8,-4.9,-3.3
O=C1C2C3C=CC([C@@H]2C(=O)N1C1CCCCC1)[C@H]1C(=O)N(C2CCCCC2)C(=O)C31 (stereo not given in full),10.0,6.6,31.1,11.7,0.0,1.4,5.3,-11.2,16.3
CCOc1ccc(N2C(=O)C3ON(C)C(c4ccc([N+](=O)[O-])cc4)C3C2=O)cc1 (stereo not given),-9.5,-5.5,-25.6,-19.9,0.3,-2.9,0.1,0.3,-12.2
Cc1[nH]c2ccc(C(=O)N3CCN(c4ccccn4)CC3)cc2c1C,22.8,4.9,19.7,10.6,-2.2,2.5,2.7,1.1,30.3
CC(C)(C)[C@@H]1C=C(C(=O)Nc2ccccc2)O[C@H](OCc2ccc(CO)cc2)C1,26.5,13.0,10.1,4.4,-0.1,-3.6,0.2,-15.5,5.7
O=C(Nc1cccc(NC(=O)c2ccccc2Cl)c1)c1ccc(F)cc1,29.4,19.2,-7.8,-21.1,-2.8,3.1,1.0,1.8,-5.9
CN(C)S(=O)(=O)c1cccc(C(=O)Nc2n[nH]c(C(F)(F)F)n2)c1,2.2,11.5,10.9,0.2,4.7,0.6,-0.6,-2.3,-23.0
O=C1CCN(S(=O)(=O)c2ccccc2)CCN1CCOCc1ccc(C(F)(F)F)cc1,-6.2,7.5,3.2,-2.9,-3.5,-1.7,22.2,0.9,0.3

# Bioassay records: PubChem, Sanford-Burnham Center for Chemical Genomics
